influenza NS1A: NS1A inhibition, H1N1 influenza, cell based functional assay (AID 504329); NS1A functional cell-based assay, percent inhibition; higher % means a stronger effect; inhibition, % at 12.5 µM, or IC50 in µM where a hit was titrated; 0.3% of 340,000 active; in the data active means a potency from the dose series; inconclusive means inhibition above about 27% without an active follow-up result; further: strong numbers were not always called active
H37Rv inhibition: M. tuberculosis growth inhibition, HTS (AID 449762); 0.59% of 330,000 active; M. tuberculosis H37Rv growth inhibition, 7H9 media; higher % means a stronger effect; inhibition, % at 25 µM; hits with a dose series show IC50 in µM; in the data active means a potency from the dose series; inconclusive means inhibition above about 70% without an active follow-up result;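 further: bacterial growth assessed after seven days of incubation; strong numbers were not always called active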
PhoP GFP inhibition: PhoP regulon inhibitors, Salmonella typhi PhoP promoter GFP reporter, confirmatory (AID 1850); one-dose inhibition, % at 50 µM; IC50 in µM for titrated hits; 0.33% of 310,000 active; Salmonella Typhi PhoP-promoter GFP reporter, fluorescence, 4 h; higher % means a stronger effect; in the data active means a potency from the dose series; inconclusive means inhibition mostly from about 25% at the one dose, without a potency; inactive means the rest, 99 in 100 with inhibition below about 19%;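 further: 0% = induced wells with vehicle and 100% = uninduced wells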
tuberculosis growth: growth inhibition of non-replicating M. tuberculosis (AID 488890); 0.39% of 320,000 active; Mycobacterium tuberculosis non-replicating, growth inhibition; higher % means a stronger effect; one-dose inhibition, % at 25 µM; IC50 in µM for titrated hits; in the data active means a potency from the dose series; inconclusive means inhibition mostly from about 82% at the one dose, without a potency; inactive means the rest, 99 in 100 with inhibition below about 76%;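 further: plate controls were DMSO cells for no effect and high antibiotic wells for full effect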
VEEV TC-83 Vero: inhibitors of VEEV TC-83 cytopathic effect, confirmation, Vero cells (AID 588727) | Vero cells, VEEV TC-83 cytopathic effect inhibition; higher % means a stronger effect | inhibition, % at 20 µM, or IC50 in µM where a hit was titrated | 0.13% of 350,000 active; in the data active means a potency from the dose series; inconclusive means inhibition mostly from about 14% at the one dose, without a potency; inactive means the rest, 99 in 100 with inhibition below about 12%; further: strong numbers were not always called active
VEEV TC-83 Vero 10K pilot screen: further read-out of VEEV TC-83 Vero, marked with its call; inhibition, %; measured here: 10K pilot screen inhibition
An asterisk follows results filed as active; i = inactive; ? = inconclusive; . = no result given.

The first 2 records as a preview:
SMILES	influenza NS1A	H37Rv inhibition	PhoP GFP inhibition	tuberculosis growth	VEEV TC-83 Vero	others
Cc1ccc(NC(=O)CSc2nc(=O)n(CCCN3CCOCC3)c3c2CCCC3)c(C)c1	-5.4%	-7.5%	1.1%	0.5%	3.2%
CCS(=O)(=O)Nc1ccc2[nH]c(=O)[nH]c2c1	0.5%	0.0%	-11.3%	-8.1%	0.2%

Main list (from the top)
SMILES	influenza NS1A	H37Rv inhibition	PhoP GFP inhibition	tuberculosis growth	VEEV TC-83 Vero	others
Cc1ccc(NC(=O)CSc2nc(=O)n(CCCN3CCOCC3)c3c2CCCC3)c(C)c1	-5.4%	-7.5%	1.1%	0.5%	3.2%
CCS(=O)(=O)Nc1ccc2[nH]c(=O)[nH]c2c1	0.5%	0.0%	-11.3%	-8.1%	0.2%
CCCS(=O)(=O)N1CCN(Cc2ccccc2C(F)(F)F)CC1	-11.8%	2.6%	-9.5%	2.6%	i
O=C(Nc1ccc2oc(-c3ccccc3)nc2c1)c1cccs1	8.8%	6.5%	-1.1%	-3.3%	2.7%
Clc1ccc(SCNc2ccccc2Cl)cc1	0.6%	6.4%	-3.2%	46.1%	2.9%
NC(=O)N/N=C/c1cn(-c2ccccc2)nc1-c1cccs1	-0.2%	10.2%	11.3%	.	3.5%
Cn1c(SCC(=O)Nc2ccc(C(=O)O)cc2)nc2scc(-c3ccccc3Cl)c2c1=O	2.0%	4.2%	.	12.8%	1.1%
O=C(/C=C/Nc1cccc(F)c1)c1ccco1	-0.3%	4.1%	5.0%	18.7%	1.9%	VEEV TC-83 Vero 10K pilot screen=0.8
COC(=O)c1sccc1-n1cccc1C(=O)C(=O)N1CCCC1	1.4%	0.8%	-1.3%	7.5%	0.6%
CC(C)Sc1nc2ccccc2[nH]1	-5.1%	0.1%	4.3%	13.6%	i
Cc1cc(-c2nnc3n2N=C(c2ccccc2)CS3)n[nH]1	1.5%	1.1%	-4.2%	18.0%	1.1%
O=C1NC2(CCCCC2)N(C(=O)c2ccccc2)C2=C1CCCC2	-8.8%	4.3%	3.9%	-8.9%	0.1%
COC(=O)c1cc(C(=O)N2CCN(C(=O)c3ccco3)CC2)cc([N+](=O)[O-])c1	-5.8%	3.3%	-4.4%	14.4%	0.2%
CCN(CC)C(=O)C(=O)c1cccn1-c1c(Cl)cccc1C#N	5.1%	-4.5%	-1.2%	-15.0%	0.1%
c1cc2c(cc1NC1CCCCCC1)OCO2	-0.7%	4.9%	1.6%	16.3%	i
Cn1c(=O)c2c(nc(NCCCO)n2C/C=C/c2ccccc2)n(C)c1=O	3.4%	-5.3%	4.8%	-6.7%	6.4%
CC1CC1C(=O)N1CCN(S(=O)(=O)c2cc(C(F)(F)F)cc(C(F)(F)F)c2)CC1 (stereo not given)	-17.4%	3.0%	.	16.5%	i
Cc1ccc2c(CN3CCCCC3C)cc(=O)oc2c1 (stereo not given)	-1.7%	-1.6%	-6.7%	-12.0%	i
CCOC(=O)/C=C1\SCC(=O)N1CC(=O)Nc1cc(S(=O)(=O)N(C)C)ccc1C	-9.8%	7.5%	.	11.1%	2.3%
COc1cc([N+](=O)[O-])ccc1N1C(=O)C2C3C=CC(C4CC34)C2C1=O (stereo not given)	1.5%	21.2%	0.8%	6.6%	1.6%
CCc1ccccc1NC(=O)c1cc(=O)c2ccccc2o1	-8.0%	10.6%	-1.1%	6.7%	0.9%
Cc1cccc(NC(=O)c2cnc3n(c2=O)CCS3)c1	-5.8%	2.2%	-4.1%	8.3%	3.3%
NC(=O)c1cccnc1Oc1cccc(Cl)c1	-1.0%	0.0%	-2.2%	6.9%	1.2%
COc1cc(OC)cc(C(=O)NNC(=O)C2CSC3(C)CCC(=O)N23)c1 (stereo not given)	-6.9%	-17.0%	.	-1.1%	5.0%
CSc1ccc(-c2ccco2)nn1	0.8%	5.2%	-3.5%	-1.1%	i

Compounds from the list above that have a furan ring, fused or not:
SMILES	influenza NS1A	H37Rv inhibition	PhoP GFP inhibition	tuberculosis growth	VEEV TC-83 Vero	others
O=C(/C=C/Nc1cccc(F)c1)c1ccco1	-0.3%	4.1%	5.0%	18.7%	1.9%	VEEV TC-83 Vero 10K pilot screen=0.8
COC(=O)c1cc(C(=O)N2CCN(C(=O)c3ccco3)CC2)cc([N+](=O)[O-])c1	-5.8%	3.3%	-4.4%	14.4%	0.2%
CSc1ccc(-c2ccco2)nn1	0.8%	5.2%	-3.5%	-1.1%	i

Next part
SMILES	influenza NS1A	H37Rv inhibition	PhoP GFP inhibition	tuberculosis growth	VEEV TC-83 Vero	others
COc1ccc(C2C(C#N)=C(N)Oc3n[nH]c(-c4ccccn4)c32)c(OC)c1OC (stereo not given)	-13.8%	-2.7%	-6.8%	-4.8%	2.7%
CCc1ccc(NC(=O)CSc2ccc(-c3cccnc3)nn2)cc1	0.7%	?	5.9%	76.7%	0.8%
Cc1occc1C(=O)NNC(=O)c1nn(C)c(=O)c2ccccc12	-1.7%	3.0%	0.3%	-11.2%	0.2%
COC(=O)[C@@H]1C[C@H]1[C@@H](NC(=O)c1cc(C)on1)c1ccccc1	2.1%	-3.6%	-7.1%	4.2%	0.6%
O=C(N/N=C/C=C\c1ccco1)c1cccnc1	14.8%	4.9%	5.3%	?	1.7%
CC(C)NC(=O)NC(=O)COc1c(F)c(F)cc(F)c1F	2.8%	0.2%	1.6%	-0.7%	0.3%
COC(=O)C1C(O)=C(C=Nc2ccc3ccccc3c2)C(=O)CC1(C)C (stereo not given)	-9.8%	?	6.2%	76.9%	0.7%
O=C(NNc1nc2ccccc2s1)Nc1ccc(Cl)c(Cl)c1	-11.2%	-8.4%	11.8%	?	0.4%
CCN(CC)CCCN(Cc1cc2ccc(C)c(C)c2[nH]c1=O)C(=O)NC1CCCCC1	-10.7%	0.7%	13.2%	44.8%	0.6%
CC(NCC(O)COc1ccc(Br)cc1)c1ccccc1 (stereo not given)	6.6%	2.6%	-10.6%	42.2%	0.2%
COc1ccc(-c2c(C(=O)O)nc3ccccc3c2C(=O)O)cc1	20.0%	32.2%	4.8%	45.8%	0.6%	VEEV TC-83 Vero 10K pilot screen=0.5
Cc1cc(=O)[nH]c(N2CCCCC2)n1	0.1%	.	.	.	i
Cc1cc(S(=O)(=O)Nc2ccc(C(=O)NCCCN3CCCC3=O)cc2)ccc1F	-5.0%	1.7%	-1.4%	-3.5%	2.2%
Cc1csc(/C(C#N)=N/O)n1	3.2%	-8.9%	0.0%	-1.6%	1.0%
CC1CCCCC1NC(=S)Nc1ccc(SC(F)F)cc1 (stereo not given)	2.3%	?	-5.7%	?	i
N/C(=N\OCC(=O)Nc1ccc(F)c(Cl)c1)c1ccccc1	6.2%	-10.3%	.	27.7%	6.5%
O=[N+]([O-])c1cccc(CSc2cccc[n+]2[O-])c1	-8.7%	-3.1%	1.1%	-1.3%	0.3%
CC(=O)Nc1ccc(S(=O)(=O)Nc2nc3nc(-c4ccccc4)cc(-c4ccccc4)n3n2)cc1	-28.1%	-2.5%	-1.4%	9.3%	0.2%
COc1ccc(Cl)cc1NS(=O)(=O)c1cc(Br)cnc1N	-0.3%	-0.5%	7.6%	16.6%	4.1%
Cc1ccccc1-c1nc(CS(=O)(=O)CC(=O)N2CCN(C)CC2)c(C)o1	-1.1%	3.7%	0.5%	1.8%	0.3%
O=C1CN(C(=O)CC2C(=O)NCCN2Cc2ccccc2C(F)(F)F)CCN1 (stereo not given)	-6.7%	-2.2%	-4.3%	-15.3%	0.3%
C/C(=N\NC(=O)COc1ccc(C#N)cc1)c1ccc(N2CCOCC2)cc1	-2.8%	-1.9%	-3.4%	-6.7%	i
O=C(NCc1ccccc1Cl)c1cnccc1C(F)(F)F	1.4%	-5.8%	9.4%	-10.1%	0.2%
CCOC(=O)c1c(C)oc2ccc(OS(C)(=O)=O)cc12	-3.3%	1.3%	6.3%	21.2%	1.1%
CC(=O)N(CCc1ccccc1)Cc1cc2cc(C)ccc2[nH]c1=O	-0.4%	-2.7%	-6.0%	-3.7%	1.1%

The list goes on; the last 3 above are carried over.
SMILES	influenza NS1A	H37Rv inhibition	PhoP GFP inhibition	tuberculosis growth	VEEV TC-83 Vero	others
O=C(NCc1ccccc1Cl)c1cnccc1C(F)(F)F	1.4%	-5.8%	9.4%	-10.1%	0.2%
CCOC(=O)c1c(C)oc2ccc(OS(C)(=O)=O)cc12	-3.3%	1.3%	6.3%	21.2%	1.1%
CC(=O)N(CCc1ccccc1)Cc1cc2cc(C)ccc2[nH]c1=O	-0.4%	-2.7%	-6.0%	-3.7%	1.1%
CC(C)=C1C(=O)NN(c2ccc(C)c(Cl)c2)C1=O	9.7%	-4.6%	-2.2%	20.2%	0.0%
Cc1nn(C)c(C)c1NC(=O)CC12CC3CC(CC(C3)C1)C2	-9.5%	0.3%	6.0%	2.6%	0.4%
COc1cccc(C(=O)N2CCN(C3CCN(Cc4ccccc4)CC3)CC2)c1OC	6.5%	10.6%	8.2%	-6.2%	1.8%
CCOC(=O)/C(=C/c1c2ccccc2cc2ccccc12)NC(=O)c1ccccc1	7.0%	4.3%	-0.2%	1.5%	5.2%
CCOc1ccc(C(=O)c2ccncc2)cc1	-9.7%	-0.3%	5.4%	13.2%	i
NS(=O)(=O)c1ccc(CNC(=O)CSc2ccccc2)cc1	1.9%	-1.4%	-2.4%	-15.6%	0.1%
O=C(c1ccc(S(=O)(=O)N2CCCC2)cc1)N1CCCC(C(F)(F)F)C1 (stereo not given)	-4.1%	-0.4%	-0.4%	14.8%	1.9%
COc1ccc(C=O)cc1CN1C(=O)c2ccccc2C1=O	-3.6%	-6.1%	4.2%	6.0%	0.4%
CC(=O)Nc1cc(N=Cc2ccc(O)cc2O)c(Cl)cc1Cl	-0.3%	-8.9%	17.5%	2.4%	0.9%
Cc1cc(S(=O)(=O)N2CCN(Cc3ccccc3)CC2)c(C)s1	-5.0%	-3.1%	-5.5%	11.1%	0.5%
O=C(CSc1nc(C2CCCCC2)nc2ccccc12)NCc1ccc2c(c1)OCO2	4.0%	0.1%	-7.2%	0.7%	i
O=C(COc1cccnc1[N+](=O)[O-])Nc1cccc2ccccc12	0.7%	-2.4%	.	4.4%	1.3%
COc1ccc(C2(C(=O)Nc3ccc(C(=O)O)cc3)CCOCC2)cc1	4.7%	0.2%	-5.4%	-15.9%	0.5%
CCOC(=O)C(=Cc1ccc(-n2cncn2)cc1)C(=O)OCC	1.0%	33.8%	-8.5%	?	?
COc1ccccc1OCC#CCSc1ncccn1	1.0%	2.6%	-2.0%	19.0%	0.2%
O=C(CCC(=O)N1CCN(S(=O)(=O)c2ccc(Cl)cc2)CC1)NCc1ccccc1	-2.7%	-1.2%	-6.8%	-1.2%	1.1%
CC(C)OCCCN1CC(=O)N2[C@@H](Cc3c([nH]c4ccccc34)C2(C)C)C1=O	3.2%	-2.4%	-2.6%	26.7%	i
O=C(COC(=O)C1CCC(=O)N1)Nc1ccccc1Br (stereo not given)	-4.4%	0.9%	8.5%	-15.6%	0.9%
O=C(CSc1ncnc2c1oc1ccccc12)NC1CCCCC1	4.6%	-2.9%	3.9%	23.5%	1.5%
CC(Cc1ccccc1)NCc1ccccc1O (stereo not given)	-4.2%	-0.9%	21.2%	15.1%	0.2%
O=C(COC(=O)/C=C/c1ccccc1Cl)NC(=O)Cc1ccccc1	-0.5%	2.7%	2.5%	41.1%	1.2%
COc1ccc(-n2nnnc2S(=O)(=O)CC(=O)N2CCCCC2)cc1	-1.0%	12.7µM*	.	?	i
Cc1cccc(-c2nc3c(c(SCC(=O)N4CCOCC4)n2)Cc2c(CO)cnc(C)c2O3)c1	23.8%	5.0%	-6.6%	-9.7%	?
CCCN(CC(=O)Nc1ccccc1OC)CC(=O)c1c(N)n(Cc2ccccc2)c(=O)n(C)c1=O	-17.4%	.	.	.	6.4%
Cc1ccc(C(=O)Nc2ncc(C)s2)s1	3.6%	18.6%	19.3%	?	1.3%
O=C(CSC1=NCCS1)NC1CCCCC1	0.6%	-5.5%	-9.2%	59.3%	0.5%
